# High-throughput results deposited in PubChem BioAssay by National Center for Advancing Translational Sciences (NCATS).
# CBFb RUNX1 block: CBF-beta/RUNX1 interaction disruption. AlphaScreen CBFb-His/RUNX1-biotin binding, biochemical. Q01196+Q13951. Potency, µM (doses to about 59.8 µM), without a hit: at the highest dose activity, negative = inhibition, most hits filed as inhibitors. 230,000 tested, under 10 active. AID 1477; further: % of control where 0% means no effect
# Target sequence (Q01196 whole entry, looked up): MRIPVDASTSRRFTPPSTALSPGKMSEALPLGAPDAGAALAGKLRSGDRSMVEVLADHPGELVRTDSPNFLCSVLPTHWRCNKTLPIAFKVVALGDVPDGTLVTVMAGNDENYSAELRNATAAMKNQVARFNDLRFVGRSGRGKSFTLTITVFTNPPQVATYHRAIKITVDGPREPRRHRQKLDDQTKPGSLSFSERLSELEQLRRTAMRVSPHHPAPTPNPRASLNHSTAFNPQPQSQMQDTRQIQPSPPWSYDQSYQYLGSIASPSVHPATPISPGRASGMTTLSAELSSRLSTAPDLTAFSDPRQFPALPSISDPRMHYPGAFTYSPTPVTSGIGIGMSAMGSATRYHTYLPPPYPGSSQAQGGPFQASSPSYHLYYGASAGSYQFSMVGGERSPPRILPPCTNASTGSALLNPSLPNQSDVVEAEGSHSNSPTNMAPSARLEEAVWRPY
# Target sequence (Q13951 whole entry, looked up): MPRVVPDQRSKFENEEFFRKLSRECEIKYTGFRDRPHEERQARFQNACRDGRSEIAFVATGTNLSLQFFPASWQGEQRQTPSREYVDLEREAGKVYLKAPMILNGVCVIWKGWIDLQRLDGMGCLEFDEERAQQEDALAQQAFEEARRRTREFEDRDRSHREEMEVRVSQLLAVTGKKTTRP
#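 CBF-beta (His) and RUNX1 (biotin), 30 nM each; 20 min preassociation; + compound, 15 min; + beads 50 ng each (Ni, streptavidin), 90 min; RT; AlphaScreen read.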
# GAA glycogen: GAA glycogen-cleavage inhibition or activation. P10253. recombinant GAA, glycogen substrate, Amplex Red glucose oxidase fluorescence. Potency, µM (series often up to 76.4 µM), for inactives: top-dose activity change, negative = inhibition, most hits filed as inhibitors. actives 0.38% (n = 300,000);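 further: potency means the concentration at half of the fitted maximal effect; 0% = full enzyme reaction and -100% = no-enzyme basal signal; the screen sought inhibitors and activators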
#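 Recombinant enzyme (4 nM final) with compounds titrated up to 77 uM and bovine liver glycogen (30 ug) in citrate pH 5.0, 0.01% Tween-20, 37 C 40 min. Released glucose detected by Amplex Red/glucose oxidase (Ex 573/Em 610); AC50 from Hill fits.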
# GAA spleen mod: lysosomal alpha-glucosidase (human) modulation; human spleen homogenate, 4-MU-alpha-glucoside fluorescence; Potency, µM (series often up to 79.9 µM), without a hit: at the top dose activity change, negative = inhibition, most hits filed as inhibitors; actives 0.006% (n = 240,000); AID 2112;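 further: potency means the concentration at half of the fitted maximal effect; 0% = enzyme with vehicle and -100% = no enzyme basal signal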
#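 AC50 values come from Hill-equation fits of concentration-response data, normalized to no-enzyme and full-activity controls. Enzyme source: 1 ug human spleen homogenate; 1 mM fluorogenic 4-MU glucoside, pH 5.0 citrate buffer, 37 C, 40 min.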
# HttQ103 aggreg: inhibitors of mutant huntingtin aggregate formation in PC12 cells; Potency, µM (highest dose often 46.1 µM), for inactives: at the top dose activity change, negative = inhibition, hits mostly inhibitors; actives 1.1% (n = 220,000); AID 1688; PC12 HttQ103-GFP aggregates, Acumen cytometry, 40 h; further: potency means the concentration at half of the fitted maximal effect; on the % scale 0 is the no-effect control and ±100 the full control effect; nearly all actives have a fitted effect of over 60% in size
#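 Compounds (qHTS titration) were added to PC12 cells expressing an ecdysone-driven HTT exon 1 Q103–GFP fusion after induction with 100 nM tebufenozide. Aggregate formation was measured as GFP objects in cell lysates.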
# LMNA splice mod: modulators of lamin A splicing | HeLa LMNA splicing GFP/RFP minigene ratio, 48 h | Potency, µM (titrated, usually from 46.1 µM), without a hit: at the top dose ratio change, negative = inhibition, actives largely listed as inhibitors | actives 0.01% (n = 200,000) | AID 1487; active means well fitted inhibition curve with a large enough effect in the signal ratio, with a control signal flat, not every such curve was filed as active; inconclusive means small, poorly fitted or top-dose-only effect, or effect the other way, or a change in a side signal; the % refers to the signal ratio; further: potency means the concentration at half of the fitted maximal effect; on the % scale 0 is the no-effect control and ±100 the full control effect
#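 S3 HeLa stable clones carrying a lamin A-EGFP splicing minigene plus DsRed2 were seeded at 600 cells/well in Opti-MEM with 2% FBS, pin-dosed and incubated 48 h at 37°C. Acumen cytometry (488 nm) gave the GFP/RFP total-intensity ratio.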
# HTT cytoprotect: protects HTT-Q103 PC12 cells, measured by ATP; PC12 HTT-Q103 induced, cytoprotection, ATP luminescence, 40 h; Potency, µM (highest dose often 56.4 µM), for the others: cytoprotection (ATP increase), actives largely listed as activators; actives 0.14% (n = 230,000); AID 1471;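 further: potency means the concentration at half of the fitted maximal effect; % of control where 0% means no effect; nearly all actives have a fitted effect of over 45% in size; toxic huntingtin expression switched on by the ecdysone agonist tebufenozide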
#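 Readout: ATPlite luminescence (ATP level). Model: stable PC12, inducible Htt exon1 Q103-GFP. Inducer: tebufenozide, 100 nM final. Compounds: dose series. No G418 in medium.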
# GAA inh: blocks human lysosomal alpha-glucosidase | purified human GAA, 4-MU-alpha-glucoside fluorescence | actives 0.005% (n = 200,000) | P10253 | Potency, µM (top dose mostly 76.9 µM), for the others: at the top dose activity change, negative = inhibition, actives largely listed as inhibitors;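 further: potency means the concentration at half of the fitted maximal effect; plate controls were uninhibited enzyme wells for no effect and no-enzyme background for full effect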
#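 Endpoint fluorogenic read: 20 min room-temperature reaction of 4 nM human alpha-glucosidase with 400 uM 4-methylumbelliferyl-alpha-D-pyranoside, pH 5.0, quenched with 1M NaOH/1M glycine pH 10. AC50 from Hill modeling.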
# * marks the source's active call; other numbers are inactive results; ? = inconclusive; · = no result given; [ ] = remark or other dose. Unless noted, the call rests on the fitted dose curve; in most records, active means well fitted curve in the direction sought with a large enough effect; inconclusive means small, poorly fitted or top-dose-only effect, or another doubt; inactive means no such curve, though single readings can be large; an effect the other way counts as inactive or inconclusive.
1	CC(=O)Nc1ccc(-c2nnn(CC(=O)Nc3ccc4c(c3)OCO4)n2)cc1Cl
2	N#Cc1c(N)c(C#N)c(-c2ccc3c(c2)OCO3)c2c1CCCC2
3	COc1ccc(C(=O)C[n+]2ccc3c(c2)nc(-c2cc(OC)c(OC)cc2OC)n3C)cc1
4	COc1cc(/C=C2/SC(=S)N(CC(=O)NC(C)(C)C)C2=O)cc(OC)c1OC
5	N#C/C(=C\c1ccncc1)C(N)=O
6	O=c1c(-c2ccccc2)c(O)c2cccc3c2n1CCC3
7	Cc1nn(Cc2cccc(C(=O)Nn3cc([N+](=O)[O-])cn3)c2)c(C)c1[N+](=O)[O-]
8	COCCCn1c(CCC(=O)O)ccc1-c1cccs1
assay / entry,1,2,3,4,5,6,7,8
CBFb RUNX1 block,-17%,12%,3%,2%,0%,-3%,-8%,1%
GAA glycogen,0%,-9%,4%,-15%,-3%,0%,5%,1%
GAA spleen mod,2%,-8%,4%,6%,-5%,9%,-2%,-12%
HttQ103 aggreg,10%,-15%,?,20%,11%,-10%,-11%,9%
LMNA splice mod,·,?,-7%,?,-5%[46 µM],?,15%,8%
HTT cytoprotect,14%[10 µM],-19%,5%[10 µM],22%[10 µM],37%,-11%,-10%[10 µM],-1%[0.074 µM]
GAA inh,-8%,?,1%,-6%,2%,-7%[15.4 µM],-13%,?

9	COCCn1c(=O)c(-c2ccc(OC)cc2)nc2cnc(N3CCN(C)CC3)nc21
10	O=[N+]([O-])c1cccc(/C=C/c2ccccn2)c1
11	CC(CCc1ccccc1)NC(=O)CN1CCN(Cc2ccccc2)C1=O (stereo not drawn)
12	CCCC1C(C#N)=C(N)Oc2cc(C)n(C)c(=O)c21 (stereo not drawn)
13	CCCCNS(=O)(=O)c1ccc(NS(=O)(=O)c2c(C)cc(C)cc2C)cc1
14	COC(=O)C1=C(C)N(CCc2ccccc2)C(=O)C1(NS(=O)(=O)c1ccc(NC(C)=O)cc1)C(F)(F)F (stereo not drawn)
15	CCOC(=O)c1[nH]cnc1C(=O)Nc1ccccc1
16	CC1CCN(c2c(NCc3ccc(C(=O)NCc4ccccc4)cc3)c(=O)c2=O)CC1
assay / entry,9,10,11,12,13,14,15,16
CBFb RUNX1 block,·,3%,4%,4%,1%,9%,0%,-1%
GAA glycogen,·,3%,12%,-9%,-17%,?,13%,4%
GAA spleen mod,-7%,3%,-3%,6%,-7%,4%,1%,7%
HttQ103 aggreg,·,5%[9.22 µM],13%,-12%,7%,26%,7%[9.22 µM],3%[9.22 µM]
LMNA splice mod,-7%,·,3%,3%,9%,-4%,·,·
HTT cytoprotect,-23%,-3%[10 µM],-1%,-3%,14%[10 µM],-3%,-2%[10 µM],3%[10 µM]
GAA inh,·,3%,5%,7%,?,0%,0%,·

17	O=C(Cc1ccccc1)N(c1ccc(F)cc1)C1C=CS(=O)(=O)C1 (stereo not drawn)
18	S=C1N(c2ccccc2)CN(CCN2CCOCC2)CN1c1ccccc1
19	CCc1ccc(NC(=O)C2CCCN(S(=O)(=O)c3c(C)[nH]c(=O)[nH]c3=O)C2)cc1 (stereo not drawn)
20	CCC(=O)C1CCCN(C(=O)c2ccc(OC3CCN(C(=O)c4cccnc4)CC3)cc2)C1 (stereo not drawn)
21	O=C1C2ON(c3ccccc3)C(c3ccncc3)C2C(=O)N1c1ccc(Br)cc1 (stereo not drawn)
22	CCOC(=O)C1CCCN(C(=O)CSCc2ccccc2)C1 (stereo not drawn)
23	COc1cc(N)ccc1C(=O)O
24	CCOC(=O)c1cnc(SC)nc1Oc1cccc(NS(=O)(=O)c2ccc(Cl)cc2)c1
assay / entry,17,18,19,20,21,22,23,24
CBFb RUNX1 block,5%,6%,?,16%,4%,1%,-4%,-1%
GAA glycogen,6%,-6%,2%,6%,-23%,10%,3%,1%
GAA spleen mod,-1%,4%,0%,-1%,-1%,-9%,4%,-13%
HttQ103 aggreg,1%,23%[9.22 µM],-5%,-23%[9.22 µM],-8%,-16%,-4%,9%
LMNA splice mod,-5%,·,?,·,0%,13%,6%,?
HTT cytoprotect,27%[10 µM],24%[10 µM],2%[10 µM],-4%[10 µM],8%,18%,0%,-3%[10 µM]
GAA inh,6%,·,-2%,·,4%,?,0%,5%

# Fetched one by one from the entries so far:
24	CCOC(=O)c1cnc(SC)nc1Oc1cccc(NS(=O)(=O)c2ccc(Cl)cc2)c1
19	CCc1ccc(NC(=O)C2CCCN(S(=O)(=O)c3c(C)[nH]c(=O)[nH]c3=O)C2)cc1 (stereo not drawn)
17	O=C(Cc1ccccc1)N(c1ccc(F)cc1)C1C=CS(=O)(=O)C1 (stereo not drawn)
21	O=C1C2ON(c3ccccc3)C(c3ccncc3)C2C(=O)N1c1ccc(Br)cc1 (stereo not drawn)
23	COc1cc(N)ccc1C(=O)O
20	CCC(=O)C1CCCN(C(=O)c2ccc(OC3CCN(C(=O)c4cccnc4)CC3)cc2)C1 (stereo not drawn)
assay / entry,24,19,17,21,23,20
CBFb RUNX1 block,-1%,?,5%,4%,-4%,16%
GAA glycogen,1%,2%,6%,-23%,3%,6%
GAA spleen mod,-13%,0%,-1%,-1%,4%,-1%
HttQ103 aggreg,9%,-5%,1%,-8%,-4%,-23%[9.22 µM]
LMNA splice mod,?,?,-5%,0%,6%,·
HTT cytoprotect,-3%[10 µM],2%[10 µM],27%[10 µM],8%,0%,-4%[10 µM]
GAA inh,5%,-2%,6%,4%,0%,·

# Following part:
25	Cn1c(=O)[nH]c(=O)c2c1nc(SCC(=O)O)n2CCc1ccccc1
26	CC(Oc1ccccc1)c1ccnc(N)n1 (stereo not drawn)
27	COC(=O)Cc1c(C)c2ccc(O)c(CN3CCCC(C)C3)c2oc1=O (stereo not drawn)
28	CCOC(=O)C(Cc1ccccc1)(NC(C)=O)C(=O)OCC
29	COc1nc(NC(C)(C)C)nc(Oc2ccc(=O)n(C)n2)n1
30	CCN1CCN(Cc2ccc(NC(=O)c3cc(NC(=O)c4cc(-c5ccc(OC)cc5)n[nH]4)cc(OC)c3)cc2C(F)(F)F)CC1
31	O=C(CCCCn1c(=O)c2ccccc2n(Cc2ccc(Cl)cc2)c1=O)NCc1ccco1
32	Cc1cccc(C)c1NC(=S)N(CCc1ccncc1)C(C)C
assay / entry,25,26,27,28,29,30,31,32
CBFb RUNX1 block,1%,6%,1%,0%,-2%,1%,5%,-3%
GAA glycogen,-3%,-7%,-3%,7%,·,-3%,9%,1%
GAA spleen mod,-1%,2%,?,2%,4%,-1%,-1%,-3%
HttQ103 aggreg,-1%,9%[9.22 µM],-11%,-6%,19%,24%[9.22 µM],-7%,11%
LMNA splice mod,-2%,-10%[46 µM],5%,6%,-6%,·,4%,·
HTT cytoprotect,13%[0.074 µM],-16%,-5%,-2%,-7%,-14%[10 µM],-14%[10 µM],-37%
GAA inh,-2%,7%,?,6%,-1%,·,2%,-7%

# Screen by screen, quoted from above.
# HTT cytoprotect, compounds 25 to 32 → 13%[0.074 µM], -16%, -5%, -2%, -7%, -14%[10 µM], -14%[10 µM], -37%

# Later entries:
33	O=C(O)c1ccc(C(=O)c2ccc3c(c2)C(=O)N(CC2CCCO2)C3=O)cc1 (stereo not drawn)
34	O=C(CSc1ccc2ccccc2c1Br)Nc1cccc(S(=O)(=O)NC2=NCCCCC2)c1
35	O=c1oc2ccccc2c(Cl)c1CN1CCCCC1
36	CC(CCc1ccccc1)NC(=O)CN1CCSc2ccccc21 (stereo not drawn)
37	OC[C@@H](O)COc1cccc2ccccc12
38	O=C(Nc1ccc2[nH]c3c(c2c1)CCCC3)c1ccco1
39	CCOC(=O)Cc1cc(=O)[nH]c(/N=C(\N)Nc2ccc(OC)cc2)n1
40	CC(C)=CCC/C(C)=C/CO/N=C1/C[C@@H](O)[C@@H](O)[C@@H]2[C@@H]3C(=O)N([C@@H](C)c4ccccc4)C(=O)[C@H]3CC[C@H]12
assay / entry,33,34,35,36,37,38,39,40
CBFb RUNX1 block,5%,-6%,7%,-4%,-5%[21.7 µM],-9%,-1%,19%[13.1 µM]
GAA glycogen,-13%,-5%,-4%,5%,·,·,8%,·
GAA spleen mod,9%,-24%,-2%,1%,-2%,-6%,2%,-3%[17.4 µM]
HttQ103 aggreg,-5%[9.22 µM],7%,?,22%,·,11%,26%[9.22 µM],·
LMNA splice mod,?,?,?,·,·,1%,·,·
HTT cytoprotect,-15%[10 µM],8%[10 µM],-13%[10 µM],-5%,-18%,-33%,0%[10 µM],-2%[10 µM]
GAA inh,?,-16%,4%,6%,·,-5%,·,·

41	Cc1ccc(NC(=O)N2CCCC2C(=O)NCC2CCCO2)cc1 (stereo not drawn)
42	COc1cc(NC(=O)CSc2nnnn2-c2ccccc2)cc(OC)c1OC
43	COc1cc2c(=O)n(CCC(=O)NCC3CCCO3)c(=O)n(CC(=O)c3ccc(Cl)cc3)c2cc1OC (stereo not drawn)
44	O=C(NP(=O)(N1CCCC1)N1CCCC1)C1=C(N2CCOCC2)/C(=C/c2cccc([N+](=O)[O-])c2)CC1
45	C=CCNC(=O)/C(C#N)=C\c1cc(Cl)c(OCC)c(OC)c1
46	Cc1cc(C)cc(C#CC2C=CC(Oc3ccc(C4CCCC4)cc3)C(CO)O2)c1 (stereo not drawn)
47	Cc1ccc2cccc(NC(=S)NC(=O)c3ccnn3C)c2n1
48	Cc1ccccc1NC(=S)N1CCC(NC(=O)c2ccco2)CC1
assay / entry,41,42,43,44,45,46,47,48
CBFb RUNX1 block,11%,6%,-4%,-7%,-3%,6%[13.1 µM],2%,4%
GAA glycogen,-8%,-5%,3%,3%,-10%,·,-9%,-11%
GAA spleen mod,-5%,2%,-17%,-13%,4%,6%[17.4 µM],-8%,-7%
HttQ103 aggreg,-3%[9.22 µM],-8%,-31%,25%,-2%,·,5%,-16%
LMNA splice mod,?,15%,7%[46 µM],-20%[46 µM],-21%,·,-8%,?
HTT cytoprotect,7%[10 µM],-3%[0.074 µM],-20%,31%,-18%[10 µM],6%[10 µM],2%[10 µM],-7%
GAA inh,13%,?,-1%,3%,2%,·,0%,3%
